From PubChem BioAssay
Glioma ERSR ind: ER stress response induction in glioma; U87-MG GRP78 promoter luciferase reporter, 16 h; Potency, µM, for the others: at the top dose activation, hits mostly activators; actives 0.02% (n = 420,000); AID 602332; also: potency is read from the fitted curve at half-maximal effect; series mostly up to about 76 µM; % of control where 0% means no effect; nearly all actives have a fitted effect of over 35% in size
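ERSR induction read as luciferase luminescence (Bright-Glo, 10 min at room temperature) in stably transfected human U87-MG glioma cells exposed to compounds for 16 h, using GRP78 as sensor.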
IDH1 R132H inh: human IDH1 R132H inhibition. O75874. IDH1-R132H enzyme, NADPH consumption, diaphorase/resazurin fluorescence. Potency, µM (highest dose often 76.6 µM), for inactives: at the top dose activity change, negative = inhibition, hits mostly inhibitors. actives 0.093% (n = 390,000). AID 602179; also: potency is read from the fitted curve at half-maximal effect; % is scaled to controls: 0 for no effect and ±100 for the full control effect; nearly all actives have a fitted effect of over 65% in size
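IDH1-R132H (0.5 ug/mL) preincubated 30 min with compound, then NADPH (0.016 mM) and alpha-KG (2 mM) added; 80 min at RT, pH 7.5. Remaining NADPH coupled via diaphorase/resazurin to fluorescence (540/590 nm); concentration-response curves normalized to no-enzyme control.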
TrxR1 substrate: is turned over as a substrate by rat TrxR1. O89049. Potency, µM (titrated, usually from 114 µM), for the others: at the top dose activity change, negative = substrate turnover. purified TrxR1 substrate turnover, NADPH consumption readout. actives 0.01% (n = 390,000); also: potency is read from the fitted curve at half-maximal effect; % is scaled to controls: 0 for no effect and ±100 for the full control effect; nearly all actives have a fitted effect of over 50% in size
Target sequence (O89049 whole entry, looked up): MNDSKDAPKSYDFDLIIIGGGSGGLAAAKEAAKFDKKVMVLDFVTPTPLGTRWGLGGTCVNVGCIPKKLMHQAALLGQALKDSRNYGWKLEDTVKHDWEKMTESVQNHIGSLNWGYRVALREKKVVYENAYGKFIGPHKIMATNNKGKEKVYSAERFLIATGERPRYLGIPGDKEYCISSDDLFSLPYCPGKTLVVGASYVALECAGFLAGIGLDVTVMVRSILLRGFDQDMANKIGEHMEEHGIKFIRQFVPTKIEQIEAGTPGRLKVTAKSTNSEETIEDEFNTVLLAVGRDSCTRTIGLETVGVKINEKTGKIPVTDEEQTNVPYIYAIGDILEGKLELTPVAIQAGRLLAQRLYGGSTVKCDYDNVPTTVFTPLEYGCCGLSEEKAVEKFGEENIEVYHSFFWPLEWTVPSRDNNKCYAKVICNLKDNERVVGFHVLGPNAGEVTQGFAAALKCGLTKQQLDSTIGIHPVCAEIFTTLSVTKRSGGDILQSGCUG
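Rat TrxR1, dispensed at 90 nM, was prereduced with 400 uM NADPH (final) for 5 min at ~22 deg C, then incubated with compound 15 min before 400 uM selenite. A first-read NADPH fluorescence drop versus no-compound background flagged substrates.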
Vif-APOBEC3F blk: blocks the Vif interaction with APOBEC3F. actives 0.2% (n = 390,000). AID 602313. HeLa A3F-eYFP + Vif (tagged APOBEC3F with the HIV-1 protein that degrades it), YFP fluorescence increase. Potency, µM (highest dose often 46.1 µM), inactives show at the top dose activity, negative = active; also: potency is read from the fitted curve at half-maximal effect; % of control where 0% means no effect; nearly all actives have a fitted effect of over 65% in size
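HeLa cells stably expressing Vif plus C-terminally eYFP-tagged A3F were seeded, incubated overnight at 37 deg C, dosed with compound, incubated overnight again at 37 deg C. Yellow fluorescence (Ex 488/Em 500-530) reported blocked Vif-mediated A3F-eYFP degradation.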
LDHA block: inhibitors of human lactate dehydrogenase A; P00338; purified LDHA, NADH/diaphorase-resazurin fluorescence; hits give low values; activity change, % (values are at about 110 or 230 µM); actives 0.15% (n = 480,000); AID 1347041; in the data active = activity change below about -30%; inconclusive = mostly about -25% to -30%;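 also: plate controls were DMSO wells for no effect and wells without enzyme for full effect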
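Resorufin fluorescence (ex540/em590), read at 0 and 20 min after diaphorase/resazurin addition, reports the NADH left after a 5 min room-temperature reaction of 2 nM human LDH5 with 0.06 mM NADH and 0.2 mM pyruvate.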
Vif-APOBEC3G blk: inhibitors of Vif-APOBEC3G interaction; Potency, µM (top dose mostly 46.1 µM), without a hit: at the highest dose activity, negative = active, most hits filed as inhibitors; HeLa A3G-eYFP + Vif (tagged APOBEC3G with the HIV-1 protein that degrades it), YFP fluorescence, overnight; actives 0.076% (n = 410,000); Q9HC16; AID 602310;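 also: potency is read from the fitted curve at half-maximal effect; % is scaled to controls: 0 for no effect and ±100 for the full control effect; nearly all actives have a fitted effect of over 60% in size; hits raise eYFP signal because A3G escapes Vif-driven loss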
Target sequence (Q9HC16 whole entry, looked up): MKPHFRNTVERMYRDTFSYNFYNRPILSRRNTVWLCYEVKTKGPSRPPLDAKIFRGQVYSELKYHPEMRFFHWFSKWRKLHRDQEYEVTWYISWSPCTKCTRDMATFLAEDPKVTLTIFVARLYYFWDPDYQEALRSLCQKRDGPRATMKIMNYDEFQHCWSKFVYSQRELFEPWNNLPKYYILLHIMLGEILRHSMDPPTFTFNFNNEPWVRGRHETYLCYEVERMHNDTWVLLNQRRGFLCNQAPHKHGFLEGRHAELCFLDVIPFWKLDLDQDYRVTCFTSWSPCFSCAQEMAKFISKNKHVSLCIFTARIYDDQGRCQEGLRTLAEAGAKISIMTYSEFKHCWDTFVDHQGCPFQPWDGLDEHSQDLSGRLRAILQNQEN
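Read-out is eYFP fluorescence (Ex 488/Em 500-530) from Vif-expressing HeLa A3G-eYFP cells; more signal means A3G escaped Vif-mediated degradation. Cells plated overnight, compound pinned in, incubated overnight at 37 deg C.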
USP1-UAF1 inh: blocks the human USP1/UAF1 deubiquitinase complex; recombinant USP1/UAF1, Ub-Rhodamine cleavage fluorescence; O94782; actives 0.23% (n = 390,000); Potency, µM (titrated, usually from 57.1 µM), for inactives: top-dose activity change, negative = inhibition, usual class: inhibitors; AID 743255; also: potency is read from the fitted curve at half-maximal effect; % is scaled to controls: 0 for no effect and ±100 for the full control effect; nearly all actives have a fitted effect of over 60% in size; inactives centre near -12
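In this screen, compounds sit with the deubiquitinase complex (1nM) for 15 min at room temperature before Ub-Rho is added at 150nM final. Fluorescence rise is then followed for 6 reads every 60 seconds.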
RGS4 inhibitor: human RGS4 inhibition; Potency, µM (doses to about 114 µM), inactives show at the top dose activity change, negative = inhibition, actives largely listed as inhibitors; actives 0.039% (n = 390,000); AID 504845; P49798; Transcreener GDP fluorescence polarization, RGS4-accelerated GTP hydrolysis; also: potency is read from the fitted curve at half-maximal effect; % is scaled to controls: 0 for no effect and ±100 for the full control effect; nearly all actives have a fitted effect of over 75% in size; some results filed as inactive show a strong effect at the top dose
Target sequence (P49798 whole entry, looked up): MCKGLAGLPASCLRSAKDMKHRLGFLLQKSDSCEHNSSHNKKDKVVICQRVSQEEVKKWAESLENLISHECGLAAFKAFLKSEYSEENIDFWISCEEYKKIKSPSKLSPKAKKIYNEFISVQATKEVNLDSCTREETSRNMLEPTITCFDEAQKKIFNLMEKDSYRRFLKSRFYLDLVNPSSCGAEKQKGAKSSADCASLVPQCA
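MLSMR compounds (23 nl, pin-transferred) preincubated 10 min at room temperature with a 500nM (2x) first reagent, then RGS4 at 900nM (2x) plus Transcreener GDP mix added; fluorescence polarization (620/688 nm) read before and after 90 min at 30 °C.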
TrxR1 inh: inhibitors of rat thioredoxin reductase 1; AID 588453; O89049; actives 1% (n = 390,000); recombinant rTrxR1, NADPH fluorescence consumption, selenite substrate; Potency, µM (highest dose often 114 µM), without a hit: at the highest dose activity change, negative = inhibition, usual class: inhibitors; also: potency is read from the fitted curve at half-maximal effect; % is scaled to controls: 0 for no effect and ±100 for the full control effect; nearly all actives have a fitted effect of over 65% in size
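Rat TrxR1 (90 nM in the dispensed reagent) was pre-reduced with 400 uM NADPH for 5 min at room temperature, then incubated with compound for 15 min. After 400 uM selenite was added, NADPH fluorescence (Ex 340/Em 450 nm) was followed for 8 min.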
* marks the source's active call; other numbers are inactive results; ? = inconclusive; . = not tested or not shown; & = joins results of further samples; [ ] = remark or other dose. Unless noted, calls follow the shape of the dose curve; as a rule, active = well fitted curve in the direction sought with a large enough effect; inconclusive = small, poorly fitted or top-dose-only effect, or another doubt; inactive = no such curve, though single readings can be large; an effect the other way counts as inactive or inconclusive. Only part of the results is shown; the hit share may differ from the screen's.

Structure | Glioma ERSR ind | IDH1 R132H inh | TrxR1 substrate | Vif-APOBEC3F blk | LDHA block | Vif-APOBEC3G blk | USP1-UAF1 inh | RGS4 inhibitor | TrxR1 inh
O=C1CC2(CCN(S(=O)(=O)c3ccccc3)CC2)Oc2ccccc21 | -4% | 1% | 7% | -24% | -4 | 1% | -13% | 1% | 2%
O=C(O)c1cc(NCc2cc(O)ccc2O)ccc1O | -3% | . | 7% | . | 15 | 1% | . | ? | 40µM*
O=C(c1ccc(Cl)cc1)N(c1ccccn1)C1CCCCC1 | -4% | 10% | 7%[57.1 µM] | -10% | -4 | -3% | -1% | -4% | 14%[57.1 µM]
O=C(C1CCN(S(=O)(=O)c2ccccc2F)CC1)N1CCc2ccccc2C1 | -3% | 0% | 8%[57.1 µM] | -13% | -8 | 3% | -18% | -3% | 8%[57.1 µM]
COc1ccc(C2/C(=C(\O)c3ccc4c(c3)OCCO4)C(=O)C(=O)N2CCCN(C)C)cc1 (stereo not given) | -6% | 1% | -9% | 1% | 3 | -9% | -18% | 13% | -11%
O=C(COC(=O)c1cc[n+]([O-])cc1)Nc1cccc(F)c1 | -1% | 3% | 2% | -8% | 2 | -2% | -18% | -2% | 13%
Cc1c(C(=O)NCc2cccnc2)oc2ccc(S(=O)(=O)N3CC(C)CC(C)C3)cc12 (stereo not given) | -2% | -9% | -10% | -7% | -12 | 5% | -19% | -17% | 8%
CCCc1nc2c(c(=O)c3ccccc3n2C)c(=O)n1-c1cc(C)cc(C)c1 | 2% | ? | 8% | -4% | 1 | 1% | -26% | 7% | 41%[activator]
CCNc1nc(NCC)nc(SCCOC(=O)Nc2ccc(Cl)cc2Cl)n1 | -2% | 0% | 2% | -2% | -4 | 0% | -18% | -12% | -4%
CC(CCc1ccco1)NC(=O)Nc1cccc(F)c1 (stereo not given) | -1% | 9% | -10% | -1% | -6 | -3% | -3% | 11% | 4%
Cc1cccc(NC(=O)CCN2CCN(C)CC2)c1 | -4% | -5% | -3%[57.1 µM] | -4% | -3 | -1% | -3% | ? | 9%[57.1 µM]
CC1(c2ccc3ccccc3c2)NC(=O)N(CC(=O)N2CCN(c3ccccc3O)CC2)C1=O (stereo not given) | -5% | -1% | -2% | -4% | 3 | 1% | -6% | 5% | 5%
Cc1cc(N(C)C)cc(C)c1/C=C/c1cc[n+](C)c2ccccc12 | -5% | . | 12% | . | . | 5% | . | . | 10%
Cc1ccc(N)cc1S(=O)(=O)N(C)C | 1% | 10% | 3% | -6% | -2 | -6% | ? | -20% | 17%[57.1 µM]
O=C(/C=C/c1ccco1)NC(=S)Nc1ccccc1O | 2% | 3% | -2% | -23% | 3 | -17% | -14% | -33% | -8%[57.1 µM]
CC(NC(=O)C1CC=CCC1C(=O)O)C1CC2CCC1C2 (stereo not given) | -5% | 5% | -12% | . | 3 | 2% | -11% | 17% | -16%
CC(=O)c1cccc(NC(=O)Cn2cnc(S(=O)(=O)N3CCCC3)c2)c1 | -1% | -10% | 2% | 3% | -3 | 0% | -10% | 10% | 4%
COc1ccc(NS(=O)(=O)c2cc(NC(=O)c3cc(F)c(F)cc3Cl)ccc2N2CCOCC2)cc1 | -5% | -9% | 8% | -1% | -8 | 0% | -9% | 16% | 36%[activator]
CCS(=O)(=O)N1CCC(C(=O)Oc2ccc(Br)cc2)CC1 | -1% | 16% | 0% | 8% | -2 | -1% | 2% | 23% | 15%
O=C(Nc1cccc(C(=O)NC2CC2)c1)c1ccc(F)c(S(=O)(=O)N2CCOCC2)c1 | -2% | -4% | 7%[57.1 µM] | 3% | -4 | -1% | -16% | 10% | 6%[57.1 µM]
Cc1ccc(-n2ncc3c(NC(C)c4ccccc4)ncnc32)cc1 (stereo not given) | -4% | -1% | 1%[57.1 µM] | -1% | -1 | -2% | -12% | -15% | 5%[57.1 µM]
CN1CCN(CCCNC(=O)Cn2ncc3c4ccccc4n(C)c3c2=O)CC1 | -3% | 1% | 24% | 5% | -1 | 0% | -27% | 16% | 7%
Nc1cc(S(=O)(=O)Nc2cc(Cl)ccc2Cl)ccc1N1CCOCC1 | 1% | 2% | -4% | 0% | -13 | -4% | -11% | -51% | -9%
CCOc1ccc(Cl)cc1CSc1ncn[nH]1 | 0% | 9% | -1% | -2% | -6 | -1% | -10% | 19% | 5%
Cc1ccsc1CN(C)CC(=O)N(C)CC(=O)Nc1c(Cl)cccc1Cl | -2% | -5% | . | -2% | -15 | -2% | -2% | . | .
CC1(C(=O)O)C=CCN1C(=O)c1ccccc1 (stereo not given) | -2% | 10% | 1% | 4% | -11 | 3% | -15% | 3% | -4%
O=C(N/N=C/c1cc(Br)ccc1O)c1cccc(N2CCCC2=O)c1 | -3% | -3% | 5% | -1% | -4 | -3% | -18% | -2% | 10%
CN1CCN(c2ccccc2NC(=O)COc2ccc(C3CCCCC3)cc2)CC1 | -5% | 8% | -6% | 9% | 2 | 1% | ? | 0% | -9%
Cc1ccc(S(=O)(=O)NC2c3cccc4cccc(c34)C2Sc2nc(C)cc(C)n2)cc1 (stereo not given) | -5% | -1% | 2% | 0% | -2 | -5% | -23% | -17% | 7%
CCS(=O)(=O)N1CCC(C(=O)NC2CCCCCCC2)CC1 | 0% | 1% | 7%[57.1 µM] | 0% | -4 | -6% | 0% | -11% | 2%[57.1 µM]
CCOC(=O)C(C)Sc1nnc(Cn2c(=O)sc3ccccc32)n1-c1ccccc1 (stereo not given) | -3% | 4% | 12%[57.1 µM] | -25% | -8 | 1% | -4% | -42% | 36%
CCC1=NN(C(=O)c2ccccc2[N+](=O)[O-])C(O)(c2ccccc2)C1 (stereo not given) | -3% | 22% | . | 7% | 0 | 1% | -23% | . | .
CCCCOC(=O)C1=C(C)Nc2ncnn2C1c1ccc(OCC)c(OC)c1 (stereo not given) | -4% | 9% | -11% | -3% | 1 | 0% | -8% | -9% | -14%
COc1ccccc1OCc1ccc(C(=O)NN)cc1 | -5% | 2% | 2% | -2% | -5 | 3% | -22% | 1% | -1%
CC(OC(=O)C1CCN(c2ccc(C(F)(F)F)cn2)CC1)C(=O)Nc1cccc([N+](=O)[O-])c1 (stereo not given) | -4% | 0% | -2% | -2% | -2 | 0% | -22% | 18% | 21%
O=C1NCCO1 | -3% | 14% | 6% | -5% | -6 | 0% | -13% | 15% | 24%
O=C(CNC(=S)N(CCCN1CCOCC1)Cc1cccs1)NCCN1CCOCC1 | -2% | 5% | 7%[57.1 µM] | 4% | -1 | 2% | -7% | 24% | -5%[57.1 µM]
CC1(C)CC(=O)C2=C(C1)OC1=C(C(=O)CC(C)(C)C1)C2c1ccccc1Cl | -6% | 0% | . | 1% | 0 | 0% | -23% | . | .
COc1ccccc1N1CCN(c2ccc(-c3nc(-c4ccccc4C)no3)cc2[N+](=O)[O-])CC1 | 1% | -4% | -10% | 2% | -5 | -1% | -19% | 35% | 4%
CC1CCN(S(=O)(=O)c2ccc(NC(=O)CN3CCOCC3)cc2)CC1 | -6% | -1% | -8% | -13% | -2 | -1% | -17% | 5% | -7%
ONC(=NCc1ccccc1)c1ccccc1 | -1% | 3% | 2%[11.4 µM] | 2% | 1 | -4% | -4% | -19% | -10%[11.4 µM]
O=C(Nc1ccc(C(=O)N2CCOCC2)cc1)Nc1cccc2ccccc12 | 2% | 10% | -9% | -11% | 8 | 0% | -17% | -11% | -10%
CSc1ccc(CC(=O)N2CCC(n3nccc3NC(=O)C3CC3)CC2)cc1 | 1% | 9% | 3% | 0% | -3 | 1% | -24% | 6% | 18%
c1csc(-c2csc3ncnc(NCCCN4CCOCC4)c23)c1 | -2% | 13% | -1% | -1% | 3 | 5% | -4% | -15% | -10%
Cc1c(NC(=S)N/N=C/c2ccc(Br)cc2)c(=O)n(-c2ccccc2)n1C | -1% | 2% | 1%[57.1 µM] | 17% | -5 | 1% | -8% | -5% | 1%[57.1 µM]
CN(C(=O)CSc1nnn(C)n1)c1ccccc1 | -3% | -12% | 0% | -8% | -5 | -2% | -21% | 31% | 16%
C=CCOc1ccc(/C(O)=C2\C(=O)C(=O)N(CCOC)C2c2cccnc2)cc1 (stereo not given) | -1% | 1% | -10% | -4% | 1 | -2% | 10% | 26% | -9%
Cc1ccc(C)c(NC(=O)c2cc(=O)c3ccccc3o2)c1 | 1% | 4% | -10% | 7% | 2&-6 | -1% | -18% | -15% | -6%
COc1ccc(NC(=O)CSc2nc3sc(C)c(C)c3c(=O)n2Cc2ccco2)cc1 | -4% | 4% | 8% | -12% | -1 | -2% | -9% | -1% | -10%
Cc1nc(-n2nc(C)c(CCC(C)C)c2C)sc1C(=O)Nc1ccc(Cl)cc1 | -3% | -13% | 3% | 0% | -2 | 0% | -18% | -13% | 14%

Rewritten with values under each structure: 2 of the compounds above.
Each structure is followed by: Glioma ERSR ind, IDH1 R132H inh, TrxR1 substrate, Vif-APOBEC3F blk, LDHA block, Vif-APOBEC3G blk, USP1-UAF1 inh, RGS4 inhibitor, TrxR1 inh
C=CCOc1ccc(/C(O)=C2\C(=O)C(=O)N(CCOC)C2c2cccnc2)cc1 (stereo not given)
  -1%, 1%, -10%, -4%, 1, -2%, 10%, 26%, -9%
c1csc(-c2csc3ncnc(NCCCN4CCOCC4)c23)c1
  -2%, 13%, -1%, -1%, 3, 5%, -4%, -15%, -10%
